Screening results from PubChem BioAssay.
HTRA1 inhibitor – inhibitors of human serine peptidase HTRA1 | 340,000 tested, 0.5% active | inhibition, % at 5.96 µM | recombinant HTRA1, FP-rhodamine activity-based probe, fluorescence polarization | Q92743 | AID 504803; in the data active = inhibition above about 36%;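 also: 0% = enzyme with DMSO and 100% = wells lacking enzyme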
Target sequence (Q92743 whole entry, looked up): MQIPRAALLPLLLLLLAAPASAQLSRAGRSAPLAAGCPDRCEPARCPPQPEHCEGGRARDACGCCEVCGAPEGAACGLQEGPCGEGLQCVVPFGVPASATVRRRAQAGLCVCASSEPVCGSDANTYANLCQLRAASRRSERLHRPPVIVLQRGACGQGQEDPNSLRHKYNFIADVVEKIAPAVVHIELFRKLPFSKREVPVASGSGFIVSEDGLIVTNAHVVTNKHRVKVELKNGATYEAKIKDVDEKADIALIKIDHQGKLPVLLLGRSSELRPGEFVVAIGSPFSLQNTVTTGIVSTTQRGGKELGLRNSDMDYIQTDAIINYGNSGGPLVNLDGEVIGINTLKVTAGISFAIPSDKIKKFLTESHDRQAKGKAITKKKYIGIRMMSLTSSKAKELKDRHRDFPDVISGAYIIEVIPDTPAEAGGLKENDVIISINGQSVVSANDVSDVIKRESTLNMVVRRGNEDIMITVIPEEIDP
LEDGF integ inh – blocks HIV-1 LEDGF/p75-dependent DNA integration; inhibition, % at 3.7 µM; TR-FRET IN-LEDGF/p75 DNA integration, Eu/Cy5; 370,000 tested, 0.64% active;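 active = inhibition above the screen-wide mean plus 3 SD, cut at about 13% in these data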;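 also: signal is the Cy5 over europium emission ratio at 671 and 618 nm; 0% = plate median of compound wells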
MBD2 inh – blocks human MBD2 binding to methylated DNA. AID 686964. 370,000 tested, 0.31% active. TR-FRET, MBD2 binding to methylated oligonucleotide. Q9UBB5. inhibition, % at 4.4 µM; in the data active = inhibition above about 13%
NR1D1 modulator – Rev-erb alpha (human) modulation. AID 1259318. activity, % at 10 µM. 370,000 tested, 0.79% active. Rev-erbα–FITC-DNA binding, fluorescence polarization, 90 min;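 active = activity above about 14%, limit read from the data; passing the limit was not always enough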;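 also: 0% = DMSO wells with 35 nM protein and 100% = DMSO wells with 750 nM protein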
rCAG RNA binder – binds r(CAG) RNA repeats. r(CAG) RNA repeat, TO-PRO-1 dye displacement fluorescence. inhibition, % at 3 µM. 370,000 tested, 1.3% active. AID 651821;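 active = inhibition above the plate cutoff, the mean of all test compounds on that plate plus 3 SD, cut at about 35% in these data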;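 also: 0% = DMSO alone and 100% = 100 µM mitoxantrone as full dye displacement; higher means more dye released from RNA so lower well fluorescence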
PRMT1 FP inh – PRMT1 (human) inhibition, primary screen | recombinant PRMT1, activity-based probe fluorescence polarization | inhibition, % at 2.79 µM | 370,000 tested, 1.3% active;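 active = inhibition above about 21% made by adding two undisclosed values, limit read from the data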
mABHD4 FP – inhibits mouse alpha/beta hydrolase domain 4; purified mABHD4, FP-Rh probe fluorescence polarization; inhibition, % at 8.92 µM; AID 720543; Q8VD66; 370,000 tested, 0.54% active;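 active = inhibition exceeding the mean over every tested compound plus 3 SD, cut at about 30% in these data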;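 also: 0% = plate median of compound wells and 100% = S159A mutant with DMSO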
Target sequence (Q8VD66 whole entry, looked up, the tested form may be a part): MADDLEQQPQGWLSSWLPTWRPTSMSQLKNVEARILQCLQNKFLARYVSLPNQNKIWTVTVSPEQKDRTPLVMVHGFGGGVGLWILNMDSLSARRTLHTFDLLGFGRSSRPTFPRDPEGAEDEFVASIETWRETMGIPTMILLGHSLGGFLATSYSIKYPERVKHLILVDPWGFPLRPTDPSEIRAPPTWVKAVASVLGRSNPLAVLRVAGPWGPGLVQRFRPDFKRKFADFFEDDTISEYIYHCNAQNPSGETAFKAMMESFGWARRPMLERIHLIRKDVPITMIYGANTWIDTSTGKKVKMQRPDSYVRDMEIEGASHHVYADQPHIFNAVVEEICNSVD
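Assay system: wild-type mouse ABHD4 protein; compound: single nominal dose of 8.92 µM, 0.89% DMSO final; schedule: 45 min + 60 min at 25 °C; measured by: FP readout, ex 525 nm / em 598 nm; evaluation: % inhibition of FP-Rh probe binding versus controls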
PG9 Ab binder – binds the HIV-1 gp120 antibody PG9; TR-FRET gp120-PG9 antibody binding; inhibition, % at 6.7 µM; 360,000 tested, 0.43% active; AID 624416; in the data active = inhibition above about 8.5%
TCR-CD3 inh – inhibitors of human TCR-CD3 interaction; TAMRA-labeled TCR probe fluorescence, biochemical; inhibition, % at 9.4 µM; 360,000 tested, 0.37% active; AID 651800; in the data active = inhibition above about 19%;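 also: recombinant mutant TCR 2C K166C tagged with TAMRA read by polarization; 0% = receptor in buffer alone and 100% = receptor with positive control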
UHRF1 MBD2 ctr – blocks human UHRF1 binding to methylated DNA; Q96T88; UHRF1 binding to methylated oligo, TR-FRET; inhibition, % at 4.4 µM; 370,000 tested, 0.75% active; AID 687016; in the data active = inhibition above about 21%;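 also: UHRF1 SRA domain binding a hemimethylated CpG hairpin DNA probe; 0% = median of test compound wells and 100% = reference inhibitor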
Numbers without * were called inactive; · = no result given.

SMILES	HTRA1 inhibitor	LEDGF integ inh	MBD2 inh	NR1D1 modulator	rCAG RNA binder	PRMT1 FP inh	mABHD4 FP	PG9 Ab binder	TCR-CD3 inh	UHRF1 MBD2 ctr
Nc1nc(-c2ccco2)nn1S(=O)(=O)c1ccccc1	-0.4	-3.7	3.4	-6.7	-2.0	-1.5	2.8	-0.4	-2.4	2.2
Cc1oc(-c2ccccc2Cl)nc1CS(=O)(=O)CC(=O)NCCc1ccccc1	1.4	-0.2	-0.4	-2.4	-0.1	1.3	-5.1	0.6	-8.8	-0.6
COc1ccc(C(=O)c2c3ccc(OC)cc3[n+]([O-])n2CCCC(N)=O)cc1	-1.1	1.1	1.6	-0.1	-2.8	0.8	9.8	-1.5	-5.4	-1.2
CC(=O)Nc1ccc2c(c1)CCc1ccccc1-2	0.4	1.1	2.4	5.6	-0.8	2.9	6.1	-1.0	2.1	4.7
CCn1c(SCC(=O)N2CCN(c3ccccc3)CC2)nnc1-c1ccoc1C	-0.7	-6.5	-5.4	-1.1	0.8	-2.2	3.4	-1.4	9.9	0.7
N#CCCN(C(=O)COC(=O)c1ccc2c(c1)OCO2)c1ccccc1	-1.8	3.3	-3.6	-0.1	0.9	-1.8	-3.5	1.0	-4.7	2.4
CN1CCN(C(=O)C2=C[C@H](c3coc4ccccc4c3=O)C[C@H](OCc3ccc(CO)cc3)O2)CC1	-1.1	-1.5	0.3	-0.7	-5.0	-3.6	4.2	0.9	4.2	2.6
CC1=C(C(=O)OCC(C)C)C(c2ccc(Br)s2)NC(=O)N1 (configuration not stated)	-9.3	1.2	-2.4	-1.0	-3.8	1.2	-3.1	-2.3	-1.3	0.1
Cc1c(C)c2ccc(OC(C)C(=O)N3CC[C@@]4(O)CCCC[C@H]4C3)c(C)c2oc1=O (some centres not stated)	-0.9	3.0	-3.9	0.3	-4.3	5.7	-4.3	-1.5	-3.2	2.4
Cn1c(N)c(C(=O)CNC2CCCCC2)c(=O)n(C)c1=O	0.2	-1.5	0.2	1.2	1.7	-1.9	0.6	-1.0	2.1	1.3
NS(=O)(=O)c1ccc(CCNC(=O)c2cc(=O)[nH]c3ccccc23)cc1	-5.6	-2.1	2.3	-5.5	2.2	2.0	8.8	-1.9	3.3	-0.2
Cc1oncc1-c1cn2ccccc2n1	2.5	-3.5	2.6	1.3	-0.8	2.4	-4.7	1.6	-5.0	0.0
CCN(C(=O)COC(=O)CN(C)S(=O)(=O)c1ccc(NC(C)=O)cc1)C1CCS(=O)(=O)C1 (configuration not stated)	1.1	-0.5	-4.5	-2.6	-3.5	-2.9	0.5	-1.6	4.6	0.0
Cc1ccc2[nH]cc(C(=O)NCc3cccs3)c(=O)c2c1	-22.9	2.8	-1.5	0.6	1.6	-0.8	1.3	-1.0	1.9	1.7
Cc1ccc(/C=N\NC(=O)c2csnn2)cc1	2.0	-3.0	-0.2	2.2	1.4	-0.4	5.9	-1.6	-0.8	-3.3
COCC(=O)Oc1cc(-c2ccc(C)cc2C)c(OC(=O)COC)c(-c2ccc(C)cc2C)c1	-18.3	5.3	1.9	-3.0	3.6	-0.6	-12.2	-1.5	2.1	-0.1
O=C1/C(=C\c2ccco2)SC(=S)N1c1ccc(O)cc1	-1.3	11.1	8.2	-0.2	15.8	14.0	12.6	1.8	-4.8	5.3
COC(=O)C1C(=O)C2=C(CC1C)NC(=O)CC2c1ccccc1 (configuration not stated)	3.5	1.6	-3.7	1.7	-4.3	0.7	2.0	1.0	-2.9	-0.5
CCOc1cccc2c1OC1(CCCCC1)N1N=C(c3cccnc3)CC21 (configuration not stated)	-8.7	1.6	2.9	-1.6	4.2	0.5	-2.8	0.2	4.9	-1.8
CN1CC(=O)N(CC(=O)NC2CCCCC2)C1=O	-1.1	5.4	-1.6	-3.2	-0.6	-0.3	0.5	-0.8	9.1	1.2

Next records:
SMILES	HTRA1 inhibitor	LEDGF integ inh	MBD2 inh	NR1D1 modulator	rCAG RNA binder	PRMT1 FP inh	mABHD4 FP	PG9 Ab binder	TCR-CD3 inh	UHRF1 MBD2 ctr
COc1ccccc1N(CN1CCCC1=O)C(=O)COc1ccccc1	4.8	0.2	0.8	-0.9	1.8	-0.8	1.0	0.0	-4.7	1.1
OCCN1CCN(c2cc(C(F)(F)F)nc3ccccc23)CC1	3.5	-1.9	-3.6	0.8	-4.1	-6.0	2.9	-2.1	2.3	-2.4
ON1C(c2ccccc2C(F)(F)F)N(O)[C@H]2CCCC[C@H]21 (some centres not stated)	-6.2	-2.1	-2.8	-6.3	0.6	1.0	3.3	-1.9	3.7	-1.1
O=C1C(NS(=O)(=O)c2cccs2)=C(N2CCN(c3ccccc3)CC2)C(=O)c2ccccc21	10.9	-1.0	-8.1	-2.3	3.3	1.1	4.3	0.2	0.3	-0.1
CCCCN1CC(Br)C(=O)NC1=O (configuration not stated)	11.3	-1.5	0.8	-7.7	3.2	1.3	3.8	-1.6	5.6	-1.0
Cc1cc(-c2ccccc2)n2nc(N)nc2n1	-6.4	5.1	3.3	-6.4	1.0	0.0	3.7	0.9	8.9	-2.3
O=C(COC(=O)C1CC1)NCc1ccccc1	3.4	-3.2	-5.3	4.6	2.6	0.2	-1.6	0.1	-3.8	-0.1
CC(=O)N1c2ccc(S(=O)(=O)N(C)CC(=O)NC3CCCC3)cc2CC1C (configuration not stated)	1.4	-1.5	0.7	-3.3	-3.9	0.1	8.5	-1.2	-1.1	1.1
Cc1ccc(-n2ncc3c(=O)n(CC(=O)OCc4ccccc4)cnc32)cc1	-0.5	0.1	-8.0	0.3	-0.6	-2.4	-6.1	2.0	2.3	-0.2
O=C(N/N=C/c1cccnc1)c1cc(-c2cccs2)nc2ccccc12	-15.1	1.0	0.6	3.4	2.7	1.5	-5.2	-1.6	3.0	0.3
O=C(c1ccc(-c2cc(O)c3ncccc3c2)cc1)N1CCNCC1	62.5*	-5.1	-2.7	0.8	1.9	-1.5	5.4	-2.4	-7.1	-6.5
CC(C)CNS(=O)(=O)c1ccccc1C(=O)N1CCCCC1	3.7	-3.6	-3.7	0.2	-3.0	-2.2	3.6	1.1	-0.9	-0.2
O=C(Nc1ccc(F)c(Cl)c1)c1ccc2nc([C@@H]3O[C@H](CO)[C@H](O)[C@H](O)[C@H]3O)[nH]c2c1	·	-0.5	1.4	1.8	0.8	-3.2	-4.7	-0.2	1.0	-1.5
COc1ccc(OC)c(-n2c(SCC(C)=O)nnc2-c2cccc(S(=O)(=O)N(C)C)c2)c1	4.5	1.6	-5.5	3.1	8.9	0.3	0.9	-1.0	-1.3	2.3
O=c1cc(CN2CCN(c3ccccc3F)CC2)c2cc3c(cc2o1)CCCC3	-0.8	6.2	4.0	6.7	2.9	-1.2	-8.6	3.8	-5.2	5.0
CCCNS(=O)(=O)c1ccc(CCC(=O)NCc2ccco2)cc1	7.3	-3.0	-2.3	-1.8	2.1	-0.9	10.2	2.1	3.5	0.7
CC(C)c1ccc(CC(=O)N2CCC2(C)C(=O)NCc2cccc3ccccc23)cc1 (configuration not stated)	·	1.0	-4.1	1.1	-1.2	-0.5	-10.4	1.2	5.2	-1.1
COCc1cc(Sc2c(Cl)cccc2Cl)nc(-c2ccccc2)n1	-1.6	-3.1	-5.9	0.7	-0.9	-1.9	-0.5	-1.2	-2.9	1.3
COc1ccc(S(=O)(=O)NC(CC(=O)NCc2ccc3c(c2)OCO3)c2ccco2)cc1 (configuration not stated)	-1.2	0.0	-6.5	0.7	-0.8	-1.4	2.7	-1.2	2.0	-2.4
CCOC(=O)C1(Cc2ccc(OC)cc2)CCN(C(=O)CCc2cccnc2)CC1	0.2	-6.4	2.3	3.5	-5.8	5.3	6.5	-1.3	-5.0	0.6

Of the compounds above, these contain an aryl thioether with sulfur outside any ring.
SMILES	HTRA1 inhibitor	LEDGF integ inh	MBD2 inh	NR1D1 modulator	rCAG RNA binder	PRMT1 FP inh	mABHD4 FP	PG9 Ab binder	TCR-CD3 inh	UHRF1 MBD2 ctr
CCn1c(SCC(=O)N2CCN(c3ccccc3)CC2)nnc1-c1ccoc1C	-0.7	-6.5	-5.4	-1.1	0.8	-2.2	3.4	-1.4	9.9	0.7
COc1ccc(OC)c(-n2c(SCC(C)=O)nnc2-c2cccc(S(=O)(=O)N(C)C)c2)c1	4.5	1.6	-5.5	3.1	8.9	0.3	0.9	-1.0	-1.3	2.3
COCc1cc(Sc2c(Cl)cccc2Cl)nc(-c2ccccc2)n1	-1.6	-3.1	-5.9	0.7	-0.9	-1.9	-0.5	-1.2	-2.9	1.3

Remaining list, next part
SMILES	HTRA1 inhibitor	LEDGF integ inh	MBD2 inh	NR1D1 modulator	rCAG RNA binder	PRMT1 FP inh	mABHD4 FP	PG9 Ab binder	TCR-CD3 inh	UHRF1 MBD2 ctr
Clc1ccccc1CN(Cc1ccccc1)c1ncnc2nc[nH]c12	-34.4	-1.1	2.4	1.5	-2.0	4.4	-15.4	-3.4	-1.0	0.8
Cc1ccc(S(=O)(=O)CC(=O)Nc2nc3ccccc3s2)cc1	-7.7	-1.2	1.5	-1.2	5.3	3.8	-2.3	0.7	-4.4	2.1
O=C(NCCS(=O)(=O)NCc1ccccn1)c1ccccc1	-2.0	-0.8	4.9	-0.6	-0.1	0.1	3.0	1.5	1.9	1.4
Cc1cc(C)cc(Nc2ncnc3nc[nH]c23)c1	1.6	-2.2	2.6	-0.8	-0.6	-2.3	-1.0	-2.3	12.2	-1.1
COc1ccccc1N1CCN(/N=C/c2ccc(C(=O)O)cc2)CC1	-2.4	-2.8	-3.1	2.8	0.4	-3.8	2.3	0.1	3.0	1.0
CC1(C)Cc2c(cnn2-c2ccccc2)C(NC(=O)c2ccc[n+]([O-])c2)C1 (configuration not stated)	4.1	0.0	-3.9	5.7	-1.8	-0.9	-1.9	-3.2	-2.3	1.2
Cc1cc2nc3c(=O)[nH]c(=O)[nH]c3nc2c([N+](=O)[O-])c1N	28.9	5.8	2.6	-26.0	-218.9	79.0*	18.3	-6.5	24.4*	10.6

Exported with two lines to a compound: two of the compounds above
Value order: HTRA1 inhibitor, LEDGF integ inh, MBD2 inh, NR1D1 modulator, rCAG RNA binder, PRMT1 FP inh, mABHD4 FP, PG9 Ab binder, TCR-CD3 inh, UHRF1 MBD2 ctr
CCn1c(SCC(=O)N2CCN(c3ccccc3)CC2)nnc1-c1ccoc1C
→ -0.7, -6.5, -5.4, -1.1, 0.8, -2.2, 3.4, -1.4, 9.9, 0.7
Cc1ccc(-n2ncc3c(=O)n(CC(=O)OCc4ccccc4)cnc32)cc1
→ -0.5, 0.1, -8.0, 0.3, -0.6, -2.4, -6.1, 2.0, 2.3, -0.2

This is a subset; the hit share may differ from the screen's.
